C diff HTS = C. difficile growth inhibition; Clostridium difficile clinical isolate growth, OD600, 24 h; active compounds read low; growth activity, negative = inhibition, % at 16 µg/mL (by protocol); actives 0.25% (n = 86,000);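 active = mean growth activity at or below -80% and every replicate also at or below -80%; inconclusive = mean at or below -80% but some replicate above -80%; inactive = mean growth activity above -80%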;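 note: 0% = DMSO wells and -100% = levofloxacin 16 µg/mL wells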
Tcruzi prolif = blocks T. cruzi growth in NIH3T3 culture; T. cruzi beta-gal in NIH3T3, GalScreen luminescence, 90 h; inhibition, % at 8.34 µM; actives 5.9% (n = 77,000);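 active = mean inhibition above about 93%, with at least 55% of replicates each passing it, limit read from the data, passing the limit was not always enough; inconclusive = only one of those two conditions holds; inactive = neither condition holds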
Pf Dd2 growth = inhibitors of Plasmodium falciparum Dd2 growth | AID 1159554 | activity change, % at 10 µM | P. falciparum Dd2 growth, SYBR Green, 72 h; active compounds read low | actives 2.3% (n = 94,000); in the data active = activity change below about -80%; inconclusive = no clear call, values can overlap the other calls
KDM4C inh = inhibitors of human demethylase GASC-1 KDM4C | Q9H3R0 | GST-KDM4C 2-372, H3K9me3 peptide, LANCE TR-FRET | inhibition, % at 12.5 µM | actives 0.15% (n = 96,000);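 active = mean replicate inhibition above about 25%, with at least 55% of replicates also reaching it, limit read from the data, passing the limit was not always enough; inconclusive = only one of those two conditions met; inactive = neither condition met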
Target sequence (Q9H3R0 2-372 limits assumed): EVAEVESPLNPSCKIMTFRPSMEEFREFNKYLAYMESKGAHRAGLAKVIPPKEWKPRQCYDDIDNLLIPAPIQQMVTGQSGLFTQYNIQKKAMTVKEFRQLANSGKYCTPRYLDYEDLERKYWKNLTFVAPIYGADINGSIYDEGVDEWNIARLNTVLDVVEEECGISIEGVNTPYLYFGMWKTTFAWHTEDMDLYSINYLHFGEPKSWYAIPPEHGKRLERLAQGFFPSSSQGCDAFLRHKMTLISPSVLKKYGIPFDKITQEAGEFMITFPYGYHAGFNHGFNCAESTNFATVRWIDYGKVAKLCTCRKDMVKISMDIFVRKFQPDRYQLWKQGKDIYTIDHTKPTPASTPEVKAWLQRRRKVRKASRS
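System: N-terminal GST-fused human GASC-1 (KDM4C) fragment, residues 2-372; amount: enzyme final amount 10 nM; incubation: reaction 30 min RT, detection step 1 h RT; medium: HEPES buffer, pH 7.5, plus ascorbate; technique: LANCE TR-FRET, Eu antibody, ULight-streptavidin, EDTA, ex 340 nm, em 618/671 nm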
Active calls of the source: *; ? = inconclusive; . = no result given; & = joins results of further samples.

nr	SMILES	C diff HTS	Tcruzi prolif	Pf Dd2 growth	KDM4C inh
1	C[C@H](CO)N1C[C@H](C)[C@H](CN(C)C(=O)Nc2cccc3ccccc23)Oc2ccc(NS(=O)(=O)c3cccs3)cc2CC1=O	-6	1	4	4.2
2	C[C@@H]1CCCCO[C@@H](CN(C)C(=O)Nc2ccccc2)[C@H](C)CN([C@@H](C)CO)C(=O)c2cc(NC(=O)c3ccccc3)ccc2O1	.	49	-22	-0.8
3	COCC#Cc1ccc2c(c1)O[C@@H](CN(C)C)[C@H](C)CN([C@@H](C)CO)S2(=O)=O	0	34	18	1.5
4	COc1ccc(S(=O)(=O)N(C)C[C@H]2Oc3c(NC(=O)Nc4c(C)noc4C)cccc3C(=O)N([C@@H](C)CO)C[C@@H]2C)cc1	-2	64	-10	0.3
5	CO[C@H]1CN(C)C(=O)c2cc(NS(=O)(=O)c3cccc(C)c3)ccc2OC[C@@H](C)NC[C@@H]1C	.	-9	-8	0.6
6	C[C@@H]1CN([C@@H](C)CO)C(=O)Cc2cc(NC(=O)Nc3ccc(F)cc3)ccc2O[C@@H]1CN(C)CC1CCCCC1	2	46	-35	-1.3
7	C[C@H](CO)N1C[C@H](C)[C@@H](CN(C)CC2CCCC2)OCc2cn(nn2)CCCC1=O	.	0	34	-0.5
8	COc1ccccc1-c1cnc2c(c1)C(=O)N([C@H](C)CO)C[C@H](C)[C@@H](CN(C)Cc1cccc(F)c1)O2	-4	?	-47	0.4
9	O=C(C1CC1)N1CC[C@@H]2[C@@H](CO)Nc3ccc(Br)cc3[C@@H]21	11	30	47	-1.7
10	C[C@@H]1CN([C@@H](C)CO)C(=O)c2cc(NS(=O)(=O)c3ccccc3)ccc2O[C@H]1CN(C)C(=O)Nc1ccc(C(F)(F)F)cc1	.	7	19	1.5
11	Cc1ccc(S(=O)(=O)N(C)C[C@@H]2OCCCC[C@H](C)Oc3ccc(NS(=O)(=O)c4cn(C)cn4)cc3C(=O)N([C@H](C)CO)C[C@@H]2C)cc1	-8	39	-28	0.0
12	C[C@H](CO)N1C[C@H](C)[C@H](CN(C)C(=O)Nc2ccnc(N3CCOCC3)c2)OCc2cn(nn2)CCCC1=O	.	-7	4	-0.4

Three compounds already listed, sorted by the value under Pf Dd2 growth, ascending.
cpd	canonical_smiles	Pf Dd2 growth	KDM4C inh
11	Cc1ccc(S(=O)(=O)N(C)C[C@@H]2OCCCC[C@H](C)Oc3ccc(NS(=O)(=O)c4cn(C)cn4)cc3C(=O)N([C@H](C)CO)C[C@@H]2C)cc1	-28	0.0
2	C[C@@H]1CCCCO[C@@H](CN(C)C(=O)Nc2ccccc2)[C@H](C)CN([C@@H](C)CO)C(=O)c2cc(NC(=O)c3ccccc3)ccc2O1	-22	-0.8
4	COc1ccc(S(=O)(=O)N(C)C[C@H]2Oc3c(NC(=O)Nc4c(C)noc4C)cccc3C(=O)N([C@@H](C)CO)C[C@@H]2C)cc1	-10	0.3

Screen by screen, as entered above.
Pf Dd2 growth for nos. 3 to 9: 18, -10, -8, -35, 34, -47, 47

Next part
nr	SMILES	C diff HTS	Tcruzi prolif	Pf Dd2 growth	KDM4C inh
13	Cc1ccc(S(=O)(=O)N(C)C[C@H]2OCCCC[C@H](C)Oc3ccc(NC(=O)C4CCCCC4)cc3C(=O)N([C@H](C)CO)C[C@H]2C)cc1	.	49	-85*	-1.5
14	Cc1ccccc1S(=O)(=O)NCC[C@@H]1CC[C@@H](NC(=O)C2CCCC2)[C@@H](CO)O1	-3	.	-9	9.9
15	C[C@H]1CN([C@@H](C)CO)C(=O)Cc2cc(NC(=O)Nc3ccc(C(F)(F)F)cc3)ccc2O[C@@H]1CN(C)C(=O)Nc1ccccc1	17	12	?	-0.1
16	C[C@H]1CN([C@@H](C)CO)C(=O)c2cc(Br)cnc2O[C@H]1CN(C)C(=O)NC1CCCC1	2	.	17	-0.8
17	COc1ccc(NC(=O)N(C)C[C@@H]2Oc3ncc(Br)cc3C(=O)N([C@@H](C)CO)C[C@@H]2C)cc1	3	45	29	0.2
18	O=C(N[C@H]1CC[C@H](CCNC(=O)C2CCOCC2)O[C@@H]1CO)c1ccncc1	.	-8	-1	.
19	CC(C)NC(=O)N(C)C[C@@H]1Oc2cc(C#C[C@@H](C)O)ccc2S(=O)(=O)N([C@H](C)CO)C[C@@H]1C	-2	.	29	-0.4
20	C[C@H](CO)N1C[C@H](C)[C@@H](CN(C)Cc2ccc(C(F)(F)F)cc2)Oc2c(NC(=O)Nc3ccc(C(F)(F)F)cc3)cccc2C1=O	34	41	19	-1.2
21	O=C(NCC1CC1)[C@@H]1[C@@H](CO)[C@@H]2Cn3c(cccc3=O)[C@@H]2N1Cc1cccc(F)c1	2	.	6	0.2
22	C[C@H](CO)N1C[C@H](C)[C@@H](CN(C)C(=O)C2CCC2)Oc2cc(C#CC(C)(C)O)ccc2S1(=O)=O	-6	47	16	3.8
23	COc1ccc(C(=O)N2C[C@H]3[C@@H](c4ccccc42)[C@H](CO)N3C(=O)Cc2ccccn2)cc1	-2	-13	0	0.3
24	C[C@@H]1CCCCO[C@H](CN(C)C(=O)Nc2cccc3ccccc23)[C@@H](C)CN([C@@H](C)CO)C(=O)c2cc(NC(=O)c3ccccc3)ccc2O1	4	?	-82*	-1.0

Filtered by structure, those above containing bromine (three)
nr	SMILES	C diff HTS	Tcruzi prolif	Pf Dd2 growth	KDM4C inh
9	O=C(C1CC1)N1CC[C@@H]2[C@@H](CO)Nc3ccc(Br)cc3[C@@H]21	11	30	47	-1.7
16	C[C@H]1CN([C@@H](C)CO)C(=O)c2cc(Br)cnc2O[C@H]1CN(C)C(=O)NC1CCCC1	2	.	17	-0.8
17	COc1ccc(NC(=O)N(C)C[C@@H]2Oc3ncc(Br)cc3C(=O)N([C@@H](C)CO)C[C@@H]2C)cc1	3	45	29	0.2

(listing goes on)
nr	SMILES	C diff HTS	Tcruzi prolif	Pf Dd2 growth	KDM4C inh
25	COc1ccc2c3c([nH]c2c1)[C@@H](CO)N(C(=O)C1CCCC1)CC31CCN(C(=O)NC(C)C)CC1	-6	.	-35	-0.3
26	CCCC#Cc1ccc([C@H]2[C@@H](CO)N[C@@H]2CN(C(C)=O)C2CCCC2)cc1	7	.	-57	-2.2
27	C[C@@H]1CN([C@@H](C)CO)C(=O)Cc2cc(NS(=O)(=O)c3ccc(F)cc3)ccc2O[C@@H]1CN(C)C(=O)NC1CCCCC1	2	-2	22	-0.5
28	O=C(c1ccncc1)N1CC(=O)N2[C@@H](CO)[C@H](c3ccc(-c4ccccc4F)cc3)[C@@H]2C1	3	.	-17	0.2
29	C[C@H]1CN([C@@H](C)CO)C(=O)c2cc(NC(=O)Cc3cn(C)c4ccccc34)ccc2O[C@H]1CN(C)S(=O)(=O)c1ccccc1	4	80	-91*	.
30	O=C(C[C@@H]1C[C@H]2c3cc(NC(=O)Nc4ccccc4)ccc3O[C@H]2[C@H](CO)O1)NCc1ccccn1	0	6	4	0.3
31	COc1ccc(CN(C)C[C@@H]2Oc3c(NC(=O)Nc4ccc(OC)cc4)cccc3C(=O)N([C@H](C)CO)C[C@@H]2C)cc1	-2	-7	-6	-1.1
32	C[C@@H]1CN([C@@H](C)CO)C(=O)Cc2cc(NC(=O)CCCN(C)C)ccc2O[C@@H]1CN(C)S(=O)(=O)c1ccccc1	5	-8	18	-0.4
33	C[C@@H]1CN([C@@H](C)CO)C(=O)c2cccc(NC(=O)c3ccc(-c4nccs4)cc3)c2O[C@@H]1CN(C)C(=O)Nc1ccc2c(c1)OCO2	.	66	-59	-0.4
34	Cc1noc(C)c1NC(=O)Nc1ccc2c(c1)C(=O)N([C@H](C)CO)C[C@H](C)[C@@H](CN(C)C(=O)Nc1c(C)noc1C)OCCCC[C@@H](C)O2	2	34	14	-1.1
35	C[C@H]1CN([C@@H](C)CO)C(=O)c2cc(NS(=O)(=O)c3ccccc3)ccc2O[C@@H]1CN(C)CC1CCCCC1	-3	1	0	1.0
36	O=C(Nc1cccc(Cl)c1)N1C[C@H]2[C@@H](c3ccccc31)[C@H](CO)N2Cc1ccccc1Cl	53	57	-19	-4.6
37	OC[C@@H]1[C@H](c2ccc(-c3ccc(F)cc3)cc2)[C@@H]2CN(Cc3ccccn3)CCCCN12	-8	70	-19	1.0
38	C[C@H]1CN([C@@H](C)CO)C(=O)c2cc(C#CC3(O)CCCC3)cnc2O[C@H]1CN(C)C(=O)C1CCOCC1	.	.	-3	-2.8
39	C[C@H](CO)N1C[C@H](C)[C@H](CN(C)Cc2ccc(Cl)c(Cl)c2)Oc2ccc(NC(=O)CCN3CCOCC3)cc2C1=O	10	-41	1	-0.9
40	C[C@H](NC(=O)C[C@@H]1CC[C@@H](NC(=O)Cc2ccccn2)[C@H](CO)O1)c1ccccc1	.	15	14	2.4
41	CC(C)C#Cc1cnc2c(c1)C(=O)N([C@H](C)CO)C[C@H](C)[C@H](CN(C)C(=O)c1ccccc1F)O2	-5	75	-43	.
42	C[C@@H]1CN([C@@H](C)CO)C(=O)c2cc(NS(=O)(=O)c3ccc(Cl)cc3)ccc2O[C@@H](C)CCCCO[C@@H]1CN(C)Cc1ccc2c(c1)OCO2	.	86	-65	1.0
43	C[C@@H]1CN([C@H](C)CO)C(=O)Cc2cc(NS(=O)(=O)c3cccs3)ccc2O[C@H]1CN(C)S(=O)(=O)c1ccccc1	-9	4	10	-2.3
44	C[C@H](NC(=O)C[C@@H]1C[C@@H]2c3cc(NC(=O)c4cccnc4)ccc3O[C@@H]2[C@H](CO)O1)c1ccccc1	.	38	17	1.2
45	CC(C)NC(=O)N(C)C[C@@H]1OCCCC[C@@H](C)Oc2ccc(NC(=O)CCCN(C)C)cc2C(=O)N([C@H](C)CO)C[C@H]1C	-5	10	-31	2.7
46	O=C(C[C@H]1CC[C@H](NC(=O)c2ccc3c(c2)OCO3)[C@H](CO)O1)NCc1ccc(Oc2ccccc2)cc1	10	-47	9	-1.6
47	O=C(NCC1CC1)[C@H]1[C@H](CO)[C@H]2Cn3c(ccc(C4=CCCC4)c3=O)[C@@H]1N2C(=O)C1CC1	3	52	2	0.4
48	COc1ccccc1CNC(=O)C[C@H]1CC[C@H]2[C@@H](COC[C@@H](O)CN2C(=O)Nc2ccc(F)cc2)O1	3&-7	-17	1	-0.6
49	CC(=O)N1[C@H](CO)[C@H](c2ccccc2)C12CN(C(=O)CN1CCOCC1)C2	4	.	20	-1.0
50	CCCNC(=O)C[C@@H]1C[C@@H]2c3cc(NC(=O)C4CCC4)ccc3O[C@@H]2[C@H](CO)O1	1	-45	5	-1.1
51	O=C(N[C@@H]1CC[C@H](CCNS(=O)(=O)c2ccc(F)cc2)O[C@@H]1CO)c1cccc(F)c1	-2	.	.	-0.8
52	CCCNC(=O)N1CC(=O)N2[C@@H](CO)[C@H](c3ccc(-c4ccc(C)cc4)cc3)[C@@H]2C1	2	.	-32	0.8

Looked up above.
#4 @ KDM4C inh: 0.3
#12 @ Tcruzi prolif: -7
